GAA glycogen: GAA glycogen-cleavage inhibition or activation; Potency, µM (titrated, usually from 76.4 µM), inactives show at the top dose activity change, negative = inhibition, usual class: inhibitors; P10253; hit rate 0.38% among 300,000; recombinant GAA, glycogen substrate, Amplex Red glucose oxidase fluorescence; active = well fitted inhibition curve with a large enough effect;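 also: 0% = full enzyme reaction and -100% = no-enzyme basal signal; the screen sought inhibitors and activators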
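Recombinant human alpha-glucosidase (4 nM final) hydrolysed bovine liver glycogen (30 ug) for 40 min at 37 C in pH 5.0 citrate/phosphate with 0.01% Tween-20. Released glucose detected by glucose oxidase/Amplex Red, Ex 573/Em 610 nm. Compounds up to 77 uM; AC50 from Hill fits.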
* = called active by the depositor; [ ] = dose if it differs, or a comment. Potency is read from the fitted curve at half-maximal effect. An excerpt. The share of hits here may be higher or lower than overall.

SMILES	GAA glycogen
CCOC(=O)CN1C(=O)CC(c2ccc([N+](=O)[O-])cc2)C1=O (configuration not stated)	-4%[0.611 µM]
Cc1ccc(NC(=O)CC2C(=O)NCCN2C(=O)c2ccc(F)cc2)cc1 (configuration not stated)	2%[76.3 µM]
COC(=O)c1ccc(-c2nc(CN3CCC(C(=O)N4CCOCC4)CC3)c(C)o2)cc1	-8%[76.3 µM]
O=C(Cc1c[nH]c2ccccc12)NCc1ccncc1	1%[76.3 µM]
Cc1cnc(=O)[nH]c1SCc1ccc(C(F)(F)F)cc1	-3%[76.3 µM]
CC(C)c1ccc(NC(=O)C2CC2c2ccccc2)cc1 (configuration not stated)	-11%[76.3 µM]
N#CCCc1cccc(CCC#N)c1	12%[76.3 µM]
O=C(C1CCC(CNc2c(N3CCCCC3)c(=O)c2=O)CC1)N1CCN(c2ccccn2)CC1 (configuration not stated)	18%[76.3 µM]
COc1ccc(NC2CCCN(C(=O)c3ccccc3C(F)(F)F)C2)cc1 (configuration not stated)	-4%[76.3 µM]
O=C(c1ccco1)N1CCN(Cc2ccc(Br)cc2)CC1	0%
O=C(O)CCCN1C(=O)C2C3c4ccccc4C(c4ccccc43)[C@@H]2C1=O (some centres not stated)	-2%
O=C(CC1C(=O)NCCN1Cc1cccc(C(F)(F)F)c1)NCCc1cnccn1 (configuration not stated)	2%[76.3 µM]
O=C(NC1CCS(=O)(=O)C1)c1ccc(Br)o1 (configuration not stated)	-23%
Cc1cccc(N(C(=O)c2snc(C(N)=O)c2N)C(C(=O)NC2CCCC2)c2ccc(C)o2)c1 (configuration not stated)	3%
CCN(CC)c1ccc(/C=N/NC(=O)C2CC2)cc1	-4%[76.3 µM]
COC(=O)c1nn(-c2cccc(Cl)c2)cc(OC)c1=O	-6%
O=C(NCc1ccco1)/C(=C/c1ccco1)NC(=O)c1ccccc1	8%
COc1ccc(CCC(=O)N2CCN(c3ccc([N+](=O)[O-])cc3)CC2)cc1OC	1%
Cc1nn(C)c(Cl)c1CN1CCC(Oc2ccc(C(=O)N3CCCC3)cc2)CC1	-9%[76.3 µM]
COc1ccc(OC)c(CCNC(=O)c2ccc(CS(=O)Cc3ccc(Cl)cc3)o2)c1 (configuration not stated)	-4%[76.3 µM]

The list goes on; the last four above are carried over.
SMILES	GAA glycogen
O=C(NCc1ccco1)/C(=C/c1ccco1)NC(=O)c1ccccc1	8%
COc1ccc(CCC(=O)N2CCN(c3ccc([N+](=O)[O-])cc3)CC2)cc1OC	1%
Cc1nn(C)c(Cl)c1CN1CCC(Oc2ccc(C(=O)N3CCCC3)cc2)CC1	-9%[76.3 µM]
COc1ccc(OC)c(CCNC(=O)c2ccc(CS(=O)Cc3ccc(Cl)cc3)o2)c1 (configuration not stated)	-4%[76.3 µM]
CC(C)NC(=O)c1ccc(CN2CCC(Cc3ccccc3)CC2)cc1	-15%[76.3 µM]
Cc1nnc2c(N3CCN(CCO)CC3)nc3ccccc3n12	-11%[76.3 µM]
COc1ccc(OC)c(-c2noc(N3CCN(c4ccc(C(C)=O)cc4)CC3)n2)c1	-13%[76.3 µM]
CC(CC(F)(F)F)N1CCC(n2nccc2NC(=O)CCOc2ccccc2)CC1 (configuration not stated)	0%[76.3 µM]
CSc1ccc(C(=O)C2CCCN(C(=O)Cn3cnnn3)C2)cc1 (configuration not stated)	3%[76.3 µM]
COc1ccc(N(C(=O)c2snc(C(N)=O)c2N)C(C(=O)NCc2ccc(F)cc2)c2ccc(C)o2)c(OC)c1 (configuration not stated)	-10%[76.3 µM]
COCC(C)N1CCC(n2nccc2NC(=O)CCOc2ccccc2)CC1 (configuration not stated)	-18%[76.3 µM]
CCC(=O)OC1=C(C(C)=O)N(Cc2ccccc2)S(=O)(=O)c2ccccc21	2%[76.3 µM]
Cc1ccc(S(=O)(=O)N2CCN(c3cccc(C)c3)CC2)cc1	-6%[76.3 µM]
C[n+]1ccccc1/C=C/c1ccc(F)c(F)c1	-3%[76.3 µM]
Fc1cccc(NC(=S)N2CCc3ccccc32)c1	-19%[76.3 µM]
O=C(NCc1ccccc1OC(F)(F)F)C1CCC(=O)N(Cc2cccc(F)c2)C1 (configuration not stated)	1%[76.3 µM]
COc1ccc(OC)c(NC(=O)CN2C(=O)CSc3ccc(S(=O)(=O)N4CCCC4)cc32)c1	-8%[76.3 µM]
COc1ccc(CNC(=O)c2oc3c(c2C)-c2nn(Cc4ccc(Cl)cc4)cc2CC3)cc1	12%[76.3 µM]
O=C(CSc1nc2c(c(=O)[nH]1)CCC2)Nc1cccc(F)c1	8%
COc1ccc(C(=O)NC2CCCCCC2)cc1S(=O)(=O)N1CCOCC1	-2%[76.3 µM]
CCOC(=O)N1CCN(Cc2nc3cc(NC(=O)CC(C)C)ccc3n2C(C)C)CC1	3%[76.3 µM]
CC(SC1=NCCN1S(=O)(=O)c1ccccc1)c1ccccc1 (configuration not stated)	-12%[76.3 µM]
C=CCN(C(=O)CNC(=O)c1ccco1)C(C(=O)NC1CCCC1)c1ccc(OC)cc1 (configuration not stated)	-2%
O=C(NCCN1CCOCC1)/C(=C/c1ccco1)NC(=O)c1ccccc1	-5%[76.3 µM]

Fetched one by one from above, two records:
SMILES	GAA glycogen
C=CCN(C(=O)CNC(=O)c1ccco1)C(C(=O)NC1CCCC1)c1ccc(OC)cc1 (configuration not stated)	-2%
O=C(NCCN1CCOCC1)/C(=C/c1ccco1)NC(=O)c1ccccc1	-5%[76.3 µM]

(more compounds)
SMILES	GAA glycogen
COc1cc(C(=O)NC(C)c2cccc3ccccc23)cc(OC)c1OC (configuration not stated)	1%[76.3 µM]
COc1cc2c(cc1OC)CN(C(=O)Nc1ccccc1Cl)CC2	0%
CCC(C)[C@H](NC(=O)N1CC(=O)Nc2ccccc21)C(=O)N1CCC[C@H]1C(=O)O (some centres not stated)	-4%[76.3 µM]
COc1ccc(C(=O)NC2CC(C)(C)Cc3c2cnn3-c2ccccc2)cc1OC (configuration not stated)	0%[76.3 µM]
Cc1ccc(C)c(C(=O)CCC(=O)N2CCN(c3ncccn3)CC2)c1	-1%
O=C(O)Cn1cnc2scc(-c3ccccc3)c2c1=O	-2%[76.3 µM]
CC(C)N1C(=O)N(c2cccc(Cl)c2)C(C)(O)CC1(C)C (configuration not stated)	2%
Cc1ccc(O)c(NC(=O)c2ccc3c(c2)C(=O)N(CC(C)C)C3=O)c1	-4%[76.3 µM]
CC(C)CCNC(=O)C1CCC(=O)N1CCc1ccccc1 (configuration not stated)	5%
O=S(=O)(c1ccc(Cl)cc1)N1CCN(CCc2ccccc2)CC1	1%
Cn1c2ccccc2c2cc(/C=N/NC(=O)c3ccc(N)cc3)ccc21	-10%[76.3 µM]
NC(=S)N/N=C/c1ccc2cccc(OCc3ccccc3)c2n1	-22%
Cc1ccc(NC(=O)CN2C(=O)c3ccccc3Sc3ncccc32)c(C)c1	-14%[76.3 µM]
Cc1cccc(C(=O)N2CCCC(Nc3ccc(F)c(F)c3)C2)n1 (configuration not stated)	-15%[76.3 µM]
CCN(C(=O)C(=O)c1c[nH]c2ccccc12)c1ccccc1	19%[76.3 µM]
O=C(NCCc1ccccc1)C1CCC(=O)N1C1CCCC1 (configuration not stated)	6%
Cc1nc(C)c(C(=O)Nc2cccc(C)c2C)s1	-4%
CCc1cccc(C)c1NC(=O)c1cn2c3c(ccc(Cl)c3c1=O)OC(C)C2 (configuration not stated)	2%[76.3 µM]
COc1ccc(S(=O)(=O)Oc2cccc(C(=S)N3CCOCC3)c2)cc1	-6%[76.3 µM]
CC(C)(C)c1ccc(OCC(=O)NNC(=O)Nc2ccccc2)cc1	0%[76.3 µM]
CC(C)c1cc(=O)n2[nH]c(SCc3ccc(Cl)cc3)nc2n1	5%
CCN(CC)c1cc2c(cc1F)c(=O)c(S(=O)(=O)c1ccccc1)cn2Cc1ccccc1	7%[76.3 µM]
COC(=O)C(Cc1ccc(O)cc1)N1Cc2ccccc2C1=O (configuration not stated)	-5%
O=C1CS(=O)(=O)c2ccccc2N1	3%
O=C(NCc1cccc(Cl)c1)C1CCC(=O)N(CCCN2CCCC2=O)C1 (configuration not stated)	1%[76.3 µM]
CN(C)CCCNC(=O)c1cc(C(=O)c2ccccc2F)c[nH]1	0%
O=C(Cn1c(=O)n(-c2ccc(Cl)cc2)c(=O)c2oc3ccccc3c21)Nc1ccccc1	-3%[76.3 µM]
CCN(C(=O)N1CCOCC1)c1ccccc1	-12%[0.611 µM]
Cc1ccc(C)c(-c2ccc(=O)n(Cc3c(F)cccc3Cl)n2)c1	-10%
O=C(NCCCNC(=O)c1ccco1)c1ccc(Cl)c(Cl)c1	-2%[76.3 µM]
COc1cc(/C=N/NC(=O)c2cccc(NC(=O)c3ccccc3)c2)ccc1O	-6%
O=C(Cc1ccccc1)Nc1ccc(NC(=O)c2ccc(Br)cc2)cc1	1%[76.3 µM]
O=C(Nc1ccc(S(=O)(=O)Nc2nccs2)cc1)C1CC(=O)N(c2ccc(Cl)cc2)C1 (configuration not stated)	7%
O=C(COC(=O)c1cc([N+](=O)[O-])ccc1N1CCOCC1)c1ccccc1Cl	-12%[76.3 µM]
O=C(O)C(c1ccccc1)N1C(=O)/C(=C\c2ccc(-c3ccc(Br)cc3)o2)SC1=S (configuration not stated)	-8%
COc1ccc(NC(=O)CCCNC(=O)Cn2cnc3sc(C)c(C)c3c2=O)cc1Cl	-1%[76.3 µM]
COc1ccccc1C(=O)Nc1ccnn1C1CCN(Cc2ccccc2OCCO)CC1	-1%[76.3 µM]
CC(C)c1nnc(NC(=O)C2CCN(C(=O)c3ccco3)CC2)s1	7%
O=C(N/N=C/c1ccccc1)c1ccc(-c2ccccc2)cc1	13%[76.3 µM]
COc1ccccc1N(CC(=O)N1CCN(c2ccccc2)CC1)S(=O)(=O)c1ccc(C)cc1	-12%[76.3 µM]
CC(C)(C)c1cc(CCC(=O)N2CCCC2)cc(C(C)(C)C)c1O	4%[76.3 µM]
CCOC(=O)c1sc2nc(C)nc(NC3CCC(O)CC3)c2c1C (configuration not stated)	-3%
CCN(CC(=O)Nc1ccc(NC(C)=O)cc1)C(=O)c1c(-c2c(F)cccc2Cl)noc1C	2%[76.3 µM]
CC(=O)Nc1ccc(S(=O)(=O)N2CCC3(CC2)OCCO3)cc1	0%[76.3 µM]
O=C(c1cc(COc2ccc(F)cc2F)on1)N1CC2C[C@@H]3CC1C[C@H](C2)C3	4%[76.3 µM]
COc1ccc(C(=O)C2CCN(CC(=O)Nc3ccccc3F)CC2)cc1	-4%
CCOc1ccccc1N(CC(=O)Nc1ccc(OC)cc1)S(=O)(=O)c1ccccc1	14%[76.3 µM]
COc1ccc(NC(=O)c2cncn2-c2ccccc2)cc1	-1%[76.3 µM]
COc1ccccc1OC(C)C(=O)N1CCN(Cc2ccc3c(c2)OCO3)CC1 (configuration not stated)	-5%[76.3 µM]
CC(C)c1ccc(CN2C(=O)NC3(CCCCCC3)C2=O)cc1	-3%
CC(C)[C@H](NC(=O)OCc1ccccc1)C(=O)OCC(=O)NCCc1ccccc1	-20%[76.3 µM]
CNC(=S)NC1CC2CCCC(C1)N2Cc1ccccc1OC (configuration not stated)	3%[76.3 µM]
COc1ccc(COC(=O)C2=C(C)NC(=O)NC2c2ccccc2F)cc1 (configuration not stated)	16%[76.3 µM]
CC(C)N1CCN(c2ccc(S(=O)(=O)N3CCOCC3)cn2)CC1	3%[76.3 µM]
NC1=NC(=O)/C(=C/c2cccc(F)c2)S1	3%
CCN(CC)CCCNc1nc(SC)nc2sc3c(c12)CCN(C)C3	0%
COc1ccc(NC(=S)N2CCC(NC(=O)c3ccc(OC)cc3)CC2)cc1	3%
Cc1cccc(NS(=O)(=O)c2nnc(NC(=O)CC(C)C)s2)c1	4%
O=C(O)c1ccc2c(=O)n3c(nc2c1)/C(=C/c1ccc(F)cc1)CC3	7%
COc1ccc(N(C)C(=O)c2cn(CC(C)C)c(=O)c3cc(OC)c(OC)cc23)cc1	2%

The list continues:
SMILES	GAA glycogen
COc1cc(C2NC(=O)CCC2[N+](=O)[O-])c(OC)cc1Br (configuration not stated)	3%
O=C(NC1CCCCC1)c1ccc(Cn2c(SCc3cccc(F)c3)nc3cccnc32)cc1	-10%[76.3 µM]
CCOc1ccc(CNC(=O)Cn2nc(C)c3sc4ccccc4c3c2=O)cc1	-8%[76.3 µM]
COc1cc(OC)c(-c2sc(Nc3ccccc3)n[n+]2-c2ccc(F)cc2)cc1OC	-6%[76.3 µM]
O=C(NCCNC(=O)c1cc(Cl)ccc1Cl)c1ccco1	-2%[76.3 µM]
CC1=C(C(=O)Nc2ccc(C)c(C)c2)C2(CCCCCC2)OC1=O	-7%[76.3 µM]
CCc1ccc(C2=NN(CCC(=O)NC3CCCCCC3)C(=O)CC2)cc1	-2%[76.3 µM]
CCOc1ccc(C(C(=O)NC2CCCC2)N(CCOC)C(=O)CNC(=O)c2ccco2)cc1 (configuration not stated)	-6%
Cc1nc([N+](=O)[O-])cn1CC(=O)Nc1ccc(F)c(Cl)c1	17%[76.3 µM]

6 entries out of the list, sorted by length of the SMILES, largest number first.
SMILES	GAA glycogen
CCOc1ccc(C(C(=O)NC2CCCC2)N(CCOC)C(=O)CNC(=O)c2ccco2)cc1 (configuration not stated)	-6%
O=C(NC1CCCCC1)c1ccc(Cn2c(SCc3cccc(F)c3)nc3cccnc32)cc1	-10%[76.3 µM]
COc1cc(OC)c(-c2sc(Nc3ccccc3)n[n+]2-c2ccc(F)cc2)cc1OC	-6%[76.3 µM]
Cc1nc([N+](=O)[O-])cn1CC(=O)Nc1ccc(F)c(Cl)c1	17%[76.3 µM]
COc1cc(C2NC(=O)CCC2[N+](=O)[O-])c(OC)cc1Br (configuration not stated)	3%
O=C(NCCNC(=O)c1cc(Cl)ccc1Cl)c1ccco1	-2%[76.3 µM]
